# Assay outcomes from PubChem.
# OPRM1-OPRD1 ag: OPRM1-OPRD1 heterodimerization agonism | cells, luminescence | P35372+P41143 | 340,000 compounds, 0.3% hits | activation, % at 9.3 µM; in the data active = activation above about 18%;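 note: 0% = vehicle-treated cells and 100% = reference agonist; values of inactives mirror those of a sister screen read the other way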
# Keap1 Nrf2 FP: Keap1-Nrf2 (human) interaction inhibition; Q14145; 340,000 compounds, 0.15% hits; inhibition, % at 9.4 µM; Keap1 Kelch-Nrf2 peptide fluorescence polarization, 1536-well; AID 504523; in the data active = inhibition above about 12%;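 note: human Keap1 Kelch domain with fluorescein labeled Nrf2 9mer peptide probe; 0% = neutral control wells and 100% = peptide positive control; higher means more block of Keap1 binding to Nrf2 peptide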
# Target sequence (Q14145 whole entry, looked up, the tested form may be a part): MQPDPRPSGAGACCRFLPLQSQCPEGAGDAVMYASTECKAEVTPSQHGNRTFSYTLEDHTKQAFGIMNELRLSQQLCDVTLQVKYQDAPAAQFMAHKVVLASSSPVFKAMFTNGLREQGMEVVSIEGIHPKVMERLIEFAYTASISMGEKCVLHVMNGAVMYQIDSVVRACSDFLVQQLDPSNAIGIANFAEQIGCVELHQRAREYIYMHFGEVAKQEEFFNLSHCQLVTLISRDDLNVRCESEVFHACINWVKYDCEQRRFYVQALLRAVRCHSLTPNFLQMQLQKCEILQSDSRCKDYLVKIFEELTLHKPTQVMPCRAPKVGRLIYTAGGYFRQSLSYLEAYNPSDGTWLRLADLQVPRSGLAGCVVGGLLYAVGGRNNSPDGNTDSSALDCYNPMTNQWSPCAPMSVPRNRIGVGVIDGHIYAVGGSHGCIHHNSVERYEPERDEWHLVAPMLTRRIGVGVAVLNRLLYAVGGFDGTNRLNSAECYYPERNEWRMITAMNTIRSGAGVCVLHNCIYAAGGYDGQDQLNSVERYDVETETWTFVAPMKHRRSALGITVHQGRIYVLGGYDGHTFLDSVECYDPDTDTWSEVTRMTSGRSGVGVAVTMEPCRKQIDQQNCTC
# HTR5A ag ctr: HTR5A agonism, opioid heterodimer counter-screen | HTR5A agonist assay, luminescence, cell-based | activation, % at 9.3 µM | 340,000 compounds, 0.61% hits | P47898 | AID 504692; in the data active = activation mostly above about 9.5%, no sharp cut-off; inactive = mostly below about 7.6%;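 note: 0% = cells with vehicle only and 100% = reference agonist; strong numbers were not always called active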
# Target sequence (P47898 whole entry, looked up): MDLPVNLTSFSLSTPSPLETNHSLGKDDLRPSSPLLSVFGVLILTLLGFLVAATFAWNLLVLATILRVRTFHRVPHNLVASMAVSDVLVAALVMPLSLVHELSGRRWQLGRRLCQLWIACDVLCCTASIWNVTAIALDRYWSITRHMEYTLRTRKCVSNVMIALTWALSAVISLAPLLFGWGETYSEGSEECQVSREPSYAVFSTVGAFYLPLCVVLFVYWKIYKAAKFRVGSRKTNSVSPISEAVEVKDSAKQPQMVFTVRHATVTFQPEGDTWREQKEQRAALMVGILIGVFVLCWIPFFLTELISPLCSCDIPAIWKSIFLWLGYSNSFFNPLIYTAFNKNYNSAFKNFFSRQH
# V-ATPase pH: yeast V-ATPase proton transport regulation by pHLuorin; 350,000 compounds, 0.37% hits; response, % at 10 µM; S. cerevisiae, pHLuorin cytosolic pH fluorescence; in the data active = response mostly above about 7.3%, no sharp cut-off; inactive = mostly below about 5.4%; note: actives read high; inactives centre near 0; some compounds called inactive have numbers as strong as hits; reference of the scale not given here
# RTF Ca sens act: cardiac RTF calcium sensitization | activation, % at 7.2 µM | 340,000 compounds, 0.24% hits | IANBD-labeled TnC RTF fluorescence at EC20 calcium; 0% EC20 calcium, 100% full calcium | AID 493008;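 active = activation above the mean over all tested compounds plus 3 SD, cut at about 30% in these data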;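 note: rise in fluorescence read as greater calcium sensitivity of cardiac thin filaments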
# HTR5A inv ctr: HTR5A inverse agonism, opioid heterodimer counter-screen | P47898 | HTR5A cell line, luminescence | inhibition, % at 9.3 µM | 340,000 compounds, 0.083% hits; in the data active = inhibition mostly above about 23%, no sharp cut-off; inactive = mostly below about 18%;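 note: 0% = cells with DMSO and 100% = no-cell wells with DMSO; some compounds called inactive have numbers as strong as hits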
# OPRM1-OPRD1 inv: inverse agonist of human OPRM1-OPRD1 heterodimerization; P35372+P41143; cell-based MOR-DOR heterodimer luminescence, inverse agonism; inhibition, % at 9.3 µM; 340,000 compounds, 0.21% hits; AID 504357; in the data active = inhibition above about 22%, passing the limit was not always enough;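 note: 0% = cells with DMSO and 100% = wells without cells with DMSO; values of inactives mirror those of a sister screen read the other way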
# CAL PDZ FP: blocks peptide binding to the human CAL PDZ domain; Q9HD26; AID 602252; inhibition, % at 24.9 µM; 300,000 compounds, 0.92% hits; purified CAL PDZ, TMR-peptide fluorescence polarization, 1 h;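 active = mean inhibition of at least 30% with at least half of replicates also reaching 30%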;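 note: 0% = DMSO neutral control and 100% = excess unlabeled competitor peptide PRC23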
# Cardiac RTF inh: cardiac RTF calcium desensitization. IANBD-labeled cardiac RTF, Ca2+ fluorescence. inhibition, % at 7.15 µM. 340,000 compounds, 0.12% hits. AID 493244;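 active = inhibition above the mean inhibition of all tested compounds plus 3 SD, cut at about 17% in these data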;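 note: assay run at fixed EC70 calcium of 1.6 mM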
# C-LANA FP: KSHV C-LANA DNA binding inhibition; 340,000 compounds, 0.078% hits; inhibition, % at 9 µM; MBP-C-LANA/FAM-LBS DNA binding, fluorescence polarization;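 active = highest replicate inhibition at or above 60% at 9 µM, even if other replicates fall short; inactive = all replicates below 60% inhibition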;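 note: 0% = neutral control wells and 100% = 4 µM acridine orange control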
# * = called active by the depositor; x = not tested or not shown.
# Start of the data: the first 4 compounds (preview)
SMILES,OPRM1-OPRD1 ag,Keap1 Nrf2 FP,HTR5A ag ctr,V-ATPase pH,RTF Ca sens act,HTR5A inv ctr,OPRM1-OPRD1 inv,CAL PDZ FP,Cardiac RTF inh,C-LANA FP
Cc1cccc(-c2nc(Nc3ccc(O)cc3)c3ccccc3n2)c1,4.5,-8,1,-2,-5,-2,-25,-3,-3,0.7
CCOC(=O)c1c(/N=C/c2cccc([N+](=O)[O-])c2O)sc2c1CCC2,-2.6,2,-4,-6,-3,13,13,2,3,4.0
CC(C)n1cnc2cc(NCc3ccccn3)ccc21,-1.2,-4,4,2,-4,-1,7,x,-11,1.1
CCNc1ccc(S(=O)(=O)N(C)C)cc1NCC(=O)Nc1ccccc1F,0.7,-7,1,3,-2,30,-5,-1,-9,0.3

# The listing, previewed entries included:
SMILES,OPRM1-OPRD1 ag,Keap1 Nrf2 FP,HTR5A ag ctr,V-ATPase pH,RTF Ca sens act,HTR5A inv ctr,OPRM1-OPRD1 inv,CAL PDZ FP,Cardiac RTF inh,C-LANA FP
Cc1cccc(-c2nc(Nc3ccc(O)cc3)c3ccccc3n2)c1,4.5,-8,1,-2,-5,-2,-25,-3,-3,0.7
CCOC(=O)c1c(/N=C/c2cccc([N+](=O)[O-])c2O)sc2c1CCC2,-2.6,2,-4,-6,-3,13,13,2,3,4.0
CC(C)n1cnc2cc(NCc3ccccn3)ccc21,-1.2,-4,4,2,-4,-1,7,x,-11,1.1
CCNc1ccc(S(=O)(=O)N(C)C)cc1NCC(=O)Nc1ccccc1F,0.7,-7,1,3,-2,30,-5,-1,-9,0.3
Brc1ccccc1Cn1c(-c2cncs2)nc2ccccc21,1.4,8,12,-1,1,-33,-7,x,0,-0.8
Cc1cc(OCc2cc(C(=O)NC(C)c3c(C)nn(C)c3C)no2)cc(C)c1Cl (stereo unspecified),2.6,5,4,-1,-3,-2,-13,-5,-2,-1.8
CC(=O)NCCc1ccc(S(=O)(=O)N2CCCC2)cc1,-1.2,-3,-2,0,1,-10,7,-5,2,0.2
CCNc1nc(NC(C)(C)C)nc(SCC(N)=O)n1,-2.3,-3,3,1,-2,-8,13,-4,-18,-0.5
CCOC(=O)CC1(NC(=O)c2cc(COc3cncc(Cl)c3)on2)CCCCC1,3.9,-1,10,-4,-5,1,-27,0,-4,-0.2
CC(c1cccs1)N(C(=O)Nc1ccccc1)C1CCCCC1 (stereo unspecified),-1.3,-1,-2,3,0,-28,7,-7,1,-0.3
Fc1ccc(-[n+]2nc(Nc3ccccc3)sc2-c2cccc(Cl)c2Cl)cc1,7.2,-2,2,-1,-2,-6,-39,0,9,0.0
Cc1cccc(NC(=O)Cn2cnc3ccc(S(=O)(=O)N4CCC(C)CC4)cc3c2=O)n1,-2.2,-13,-1,6,20,5,12,x,-4,2.8
CCOc1cc(N2CCOCC2)c(OCC)cc1NC(=O)C1=COCCO1,-4.2,-2,10,1,-3,-25,18,-4,-4,-0.4
O=C(OC(C(=O)NCC1CCCO1)c1ccc(F)cc1)c1ccco1 (stereo unspecified),-0.2,0,-1,0,-1,7,1,-3,-10,-1.5
CC(C)(C)NC(=O)C(c1ccc(O)cc1)N(C(=O)CCC(=O)Nc1nccs1)c1ccccc1F (stereo unspecified),-0.3,-4,-1,-2,0,4,2,-7,-22,-0.3
COc1cc(CC(=O)NC2CCCc3ccccc32)cc(OC)c1OC (stereo unspecified),-1.8,0,5,-2,0,2,9,43*,-6,-2.3
O=C(CN1c2cccc3cccc(c23)S1(=O)=O)Nc1c(F)c(F)c(F)c(F)c1F,-0.9,-8,0,-1,-18,0,4,-3,-1,0.7
CC1=CC2=NC(=O)CC(C)(C(=O)N(CC(=O)NC3CCCC3)c3cc(C)cc(C)c3)N2C=C1 (stereo unspecified),-1.4,-1,8,2,1,9,7,x,3,0.5
Cc1cc(C)c(OCC(=O)Nc2cccc(NC(=O)c3ccco3)c2)c(Br)c1,1.0,3,1,0,5,-2,-6,-2,-2,1.7
CCC(=O)Nc1ccc(S(=O)(=O)NCCc2ccccc2)cc1,-1.4,7,1,-68,-4,2,7,-8,4,-2.0
CCCCCC(NC(=O)C1CCN(C(=O)[C@@H](NS(=O)(=O)c2ccc(C)cc2)C(C)C)CC1)C(=O)O (stereo partly specified),-2.1,-5,1,1,7,-17,11,3,-4,0.9
COC(=O)Cc1c(C)c2ccc(OCC(=O)N3CCOCC3)cc2oc1=O,-1.8,0,6,-6,3,-14,7,3,-3,-0.8
O=C(NCc1ccccc1CN1CCCC1)C1CCN(S(=O)(=O)c2ccc(Cl)cc2)CC1,3.4,0,-5,-4,0,11,-14,-4,-1,-2.6
COc1ccc(-c2cc3ccccc3oc2=O)cc1,-4.0,-6,0,4,3,1,20,x,-1,8.5
COc1ccc(N2CCN(C(=S)NC(C)c3ccccc3)CC2)cc1 (stereo unspecified),1.6,-4,3,-1,4,-10,-8,x,-2,0.4
CN(/N=C/c1cccc(Br)c1)C1=NS(=O)(=O)c2ccccc21,-1.8,-3,3,1,4,-9,8,-3,-7,-0.7
CC(C)c1ccc(C2OCC(C)([N+](=O)[O-])CO2)cc1 (stereo unspecified),-2.7,-7,-3,-2,-5,13,14,91*,-1,0.5
CN(C)/C=N/c1sc2c(c1C#N)CCCCC2,-0.8,-7,-4,2,11,-12,4,9,-25,0.1
CCOC(=O)C(C)Sc1nc2c(c(=O)[nH]c(=O)n2C)n1Cc1ccc(Cl)cc1 (stereo unspecified),0.2,2,-5,2,-2,-21,-1,x,-3,0.7
CCn1c(CC(=O)Nc2ccc(Cl)cc2)nnc1SCC(=O)N1CCOCC1,-1.6,-2,6,-2,-2,-16,6,x,-5,-0.7
CCOP(=O)(O)c1ccccc1OCCOc1ccccc1P(=O)(O)OCC,-0.9,-4,0,-6,9,1,5,-1,1,0.6
COc1ccc(CC(=O)NCc2ccccc2Cl)cc1S(=O)(=O)N1CCOCC1,-2.6,1,-2,0,-6,4,13,-3,-9,-0.5
c1cc2c3c(cccc3c1)NC1(CCCC1)N2,3.0,-3,1,8,4,-3,-16,x,7,0.1
Cc1sc2nc3n(c(=O)c2c1C)CCCS3,-0.8,-4,-2,0,6,6,5,-3,3,-2.4
COc1ccc(/C=C(/NC(=O)c2ccc(OC)c(OC)c2)C(=O)NCCc2c[nH]c3ccccc23)cc1,-2.9,3,7,1,-8,-14,16,-3,-14,0.8
CC(=O)C1=C(c2ccccc2)OC(N)=C(C#N)C1c1ccccc1F (stereo unspecified),-2.8,-1,-4,-3,4,9,14,-3,4,1.0
COc1cc(-c2csc(NC3CCCCC3)n2)cc(OC)c1OC,-3.6,-7,10,4,4,-26,19,-4,-7,2.0
Cc1ccccc1/C(N)=N/OC(=O)N1c2ccccc2Sc2ccccc21,4.0,-6,3,-3,-8,-29,-22,0,3,-1.6
Cc1cc(S(=O)(=O)Nc2nc(CN3CCOCC3)nc3sc4c(c23)CCCC4)ccc1F,-3.4,-3,0,1,0,-2,14,-1,-16,1.6
O=C(Nc1nc2ccccc2s1)Nc1ccc(F)cc1F,6.5,-2,1,-4,-4,-4,-31,2,0,1.6

# Part of the list above, reformatted.
Compound	OPRM1-OPRD1 ag	Keap1 Nrf2 FP	HTR5A ag ctr	V-ATPase pH	RTF Ca sens act	HTR5A inv ctr	OPRM1-OPRD1 inv	CAL PDZ FP	Cardiac RTF inh	C-LANA FP
Brc1ccccc1Cn1c(-c2cncs2)nc2ccccc21	1.4	8	12	-1	1	-33	-7	x	0	-0.8
CCNc1nc(NC(C)(C)C)nc(SCC(N)=O)n1	-2.3	-3	3	1	-2	-8	13	-4	-18	-0.5
CC(C)c1ccc(C2OCC(C)([N+](=O)[O-])CO2)cc1 (stereo unspecified)	-2.7	-7	-3	-2	-5	13	14	91*	-1	0.5

# Next compounds.
SMILES,OPRM1-OPRD1 ag,Keap1 Nrf2 FP,HTR5A ag ctr,V-ATPase pH,RTF Ca sens act,HTR5A inv ctr,OPRM1-OPRD1 inv,CAL PDZ FP,Cardiac RTF inh,C-LANA FP
CC(=O)NCCc1nc2cc(NC(=O)c3cccs3)ccc2n1C,-3.2,-1,2,4,3,-6,15,-9,-8,0.1
CC1=NNC(=O)/C1=C\c1cn(-c2ccccc2)nc1-c1ccc(F)cc1,7.0,2,17*,-6,1,-46,-34,0,-4,0.8
O=C(Nc1ccc(Br)cc1F)C1CC(=O)N(C2CCCCC2)C1 (stereo unspecified),3.2,-9,2,0,-5,1,-17,-2,-4,0.1
O=C(NC(C(=O)c1ccccc1)N1CCOCC1)c1ccccc1 (stereo unspecified),1.5,-2,-2,6,-3,-9,-9,-29,-7,-0.6
O=C(Nc1cc(S(=O)(=O)Nc2ccccc2Cl)ccc1O)c1ccc(F)cc1F,-0.3,-3,3,-3,-3,-10,2,x,3,-0.8
CN(C(=O)COc1coc(CN2CCN(c3ccccc3)CC2)cc1=O)c1ccccc1,-0.7,-4,-1,-2,-3,2,4,0,8,-3.0
Cc1ccc(Cl)c(OCCN2CCCC(C)C2)c1 (stereo unspecified),-0.3,2,5,4,-3,-16,2,-10,2,1.6
COC(=O)[C@@]12CCCCN1[C@H](c1ccc(-c3cccc(Cl)c3)c(OC)c1)[C@H]1C(=O)N(C)C(=O)[C@H]12,-2.2,-3,2,2,1,-24,10,-5,11,-0.1
Cc1ccc(C(=O)Nc2ccccc2C(=O)Nc2ccccn2)cc1Cl,2.5,-4,2,-1,1,-7,-13,-3,-10,-1.2
CC(=O)Nc1cccc(NC(=O)CS(=O)(=O)c2cn(CC(=O)N(C(C)C)C(C)C)c3ccccc23)c1,-0.9,2,1,1,2,15,3,-2,-4,-2.9
